# TDP1 cell CPT: growth inhibition of DT40 Tdp1-/-;hTDP1 cells with camptothecin (screen for TDP1 inhibitors) | chicken DT40 Tdp1-/-;hTDP1 cells + 20 nM CPT, ATP luminescence, 48 h | Potency, µM (series often up to 46.2 µM), for the others: at the top dose activity change, negative = growth inhibition, usual class: inhibitors | 12% of 420,000 active | AID 686979; further: nearly all actives have a fitted effect of over 55% in size
#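 Chicken DT40 Tdp1-/- cells stably complemented with human TDP1 were seeded at 400 cells/well in medium containing 20 nM camptothecin, exposed to pin-transferred compounds, and grown at 37 °C for at least 48 hr. Viability was read as ATP luminescence.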
# N370S GC: inhibits or activates N370S mutant glucocerebrosidase; N370S GC spleen homogenate, 4MU-glucoside fluorescence; Potency, µM (highest dose often 59.4 µM), without a hit: top-dose activity change, negative = inhibition, usual class: inhibitors; 0.092% of 330,000 active;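 further: 0% = full enzyme activity and -100% = no enzyme basal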
# FEN1 inh: inhibitors of human flap endonuclease 1 | Potency, µM (highest dose often 114 µM), for inactives: at the top dose activity change, negative = inhibition, most hits filed as inhibitors | AID 588795 | 0.35% of 390,000 active | Recombinant FEN1 flap cleavage, fluorescence, 15 min; further: nearly all actives have a fitted effect of over 65% in size
# Target sequence (P39748 whole entry, looked up): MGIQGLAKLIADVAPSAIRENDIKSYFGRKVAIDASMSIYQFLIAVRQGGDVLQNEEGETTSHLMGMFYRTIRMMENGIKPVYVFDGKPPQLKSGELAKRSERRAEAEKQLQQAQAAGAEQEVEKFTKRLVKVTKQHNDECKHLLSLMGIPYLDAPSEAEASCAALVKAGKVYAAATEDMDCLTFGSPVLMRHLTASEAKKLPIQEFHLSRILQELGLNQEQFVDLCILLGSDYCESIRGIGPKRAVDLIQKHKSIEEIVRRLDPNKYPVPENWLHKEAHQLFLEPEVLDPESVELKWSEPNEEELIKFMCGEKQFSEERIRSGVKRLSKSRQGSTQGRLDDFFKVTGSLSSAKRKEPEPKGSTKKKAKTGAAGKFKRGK
#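 Nuclease activity of 10 nM FEN1 was measured after 15 min of room-temperature exposure to titrated compounds, by adding 50 nM flap substrate and reading plates at 0 and 15 min.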
# An asterisk follows results filed as active; u = inconclusive; x = no result given; & = joins results of further samples; ! = a repeat was not active. The call rests on the fitted dose curve; in most records, active means well fitted curve in the direction sought with a large enough effect; inconclusive means small, poorly fitted or top-dose-only effect, or another doubt; inactive means no such curve, though single readings can be large; an effect the other way counts as inactive or inconclusive. Unless noted, on the % scale 0 is the no-effect control and ±100 the full control effect; potency means the concentration at half of the fitted maximal effect.
# Sample of the layout (4 entries):
# Each structure is followed by: TDP1 cell CPT | N370S GC | FEN1 inh
O=S(=O)(c1cccc(-c2n[nH]c(=S)n2-c2cccc(C(F)(F)F)c2)c1)N1CCOCC1
 : -24% | x | 19%
COc1ccc(C(=O)NCC(c2ccco2)N2CCc3ccccc3C2)cc1 (configuration not stated)
 : u | 1% | -17%
COc1ccc(NC(=O)CC2C(=O)N(c3ccc(Cl)cc3)C(=S)N2CCc2ccccn2)cc1 (configuration not stated)
 : 26µM* | 5% | -21%
COc1c(C)cccc1C(=O)Nc1ccc(CN2CCCCC2)cc1
 : -9% | -21% | -16%

# This part in full, from the first entry:
# Each structure is followed by: TDP1 cell CPT | N370S GC | FEN1 inh
O=S(=O)(c1cccc(-c2n[nH]c(=S)n2-c2cccc(C(F)(F)F)c2)c1)N1CCOCC1
 : -24% | x | 19%
COc1ccc(C(=O)NCC(c2ccco2)N2CCc3ccccc3C2)cc1 (configuration not stated)
 : u | 1% | -17%
COc1ccc(NC(=O)CC2C(=O)N(c3ccc(Cl)cc3)C(=S)N2CCc2ccccn2)cc1 (configuration not stated)
 : 26µM* | 5% | -21%
COc1c(C)cccc1C(=O)Nc1ccc(CN2CCCCC2)cc1
 : -9% | -21% | -16%
CCN(CC)C(=O)Cn1c(=O)cc(C)c2c(C)nn(-c3ccc(C)cc3)c21
 : 9% | x | 0%
COc1ccc(O)c(/C=N/NC(=O)c2cc(=O)[nH]c3ccccc23)c1
 : u | -13% | -5%
CCOC(=O)c1c(C)n(C)c2ccc(OC)c(NS(=O)(=O)c3ccc(Cl)s3)c12
 : u | 26% | 0%
CN(C(=O)c1ccc(OCC=C(c2ccccc2)c2ccccc2)cc1)c1ccccc1I
 : x | -2% | -1%
Cc1nn(-c2ccccc2)c(N)c1C(c1ccc(C(C)C)cc1)c1c(C)nn(-c2ccccc2)c1N
 : 7% | -1% | -18%
Clc1nssc1=Nc1ccc(Br)cc1
 : 10µM* | 5% | -20%
CCn1c2ccccc2c2cc(N=C3SC(CC(=O)Nc4ccccc4)C(=O)N3C)ccc21 (configuration not stated)
 : -20% | -1% | 2%
S=c1[nH]nc(C2CCCCC2)n1/N=C/C(Cl)=C\c1ccccc1
 : -20% | 0% | -9%
Cc1ccccc1Cn1c(NC2CCCC2)nc2c1c(=O)[nH]c(=O)n2C
 : 3% | -5% | -2%
OCC[C@H]1C[C@@H](O)[C@H](O)[C@@]2(CCc3ccccc3CO2)O1
 : -13% | -4% | 2%
CN(Cc1ccc(F)cc1)C(=O)c1cccc(S(=O)(=O)N2CCN(Cc3ccccc3)CC2)c1
 : 21µM* | u | -1%
CC(c1ccccc1)N1CC(C(=O)NC2CCCC2)CC1=O (configuration not stated)
 : -5% | 11% | -10%
COc1cc2nc(SCC(N)=O)n(CCC3=CCCCC3)c(=O)c2cc1OC
 : -1% | -7% | 3%
CCOC(=O)CC1C(=O)NCCN1C1CCCC1 (configuration not stated)
 : 0% | -2% | 0%
C/C(=N\NC(=O)c1ccoc1C)c1ccc(Br)s1
 : -7% | -4% | 15%
O=c1c2ccccc2sn1-c1cc(S(=O)(=O)N2CCOCC2)ccc1N1CCOCC1
 : 4.5µM* | 11% | 32µM*!
NC(=O)C1CCN(Cc2cccc(OCc3ccccc3)c2)CC1
 : -3% | -28% | -1%
CN(C)C(CNC(=O)C1CCCN(C(=O)c2ccc(Cl)cc2)C1)c1ccco1 (configuration not stated)
 : -9% | -5% | -3%
Cc1ccnc(SCc2ccc([N+](=O)[O-])cc2)n1
 : -2% | 8% | -4%
COc1ccc(-c2csc(NC(=O)c3ccccc3F)c2C(=O)O)cc1
 : u | -19% | 3%
COC(=O)c1ccc(CNC(=O)Cn2cnnn2)cc1
 : 5% | 0% | 9%
Cc1ccc(C)c(OCC(=O)NNC(=O)C2CC2)c1
 : -2% | -3% | -13%
CN1C(=O)Cc2cc(S(=O)(=O)N3CCN(c4ccc(Cl)cc4)CC3)ccc21
 : u | -2% | -10%&11%
Cc1ccccc1NC(=O)c1ccc2c(c1)C(=O)N(CC(C)C)C2=O
 : 13% | -5% | 1%
OCCC1CN(Cc2nc(-c3ccc(F)cc3)cs2)CCN1CCc1ccccc1 (configuration not stated)
 : u | -1% | -1%
CCOc1ccc(-n2c(=O)c3c4c(sc3n(CC(=O)Nc3cccc(C(F)(F)F)c3)c2=O)CCCCC4)cc1
 : 5% | x | -1%
CCc1nc(CN2CCCC(C(=O)c3ccc4c5c(cccc35)CC4)C2)c(C)[nH]1 (configuration not stated)
 : u | -8% | -13%
CC1CCN(C(=O)Cn2c(-c3cccs3)cc3cc(Cl)ccc32)CC1
 : 16µM* | x | 9%
CCCCN1C(Nc2ccccc2)=NC[C@@H]1Cc1ccccc1
 : 23µM* | -6% | -3%
COc1ccc(N(CC(=O)NC2CCCC2)C(=O)Cn2nnc(-c3ccc(C)cc3)n2)cc1
 : u | -1% | -4%
CC(C)(C)C(=O)N1CCN(c2ncnc3scc(-c4ccccc4)c23)CC1
 : u | 1% | -9%
Nc1ncc(-c2ccccc2)c(-c2ccc(O)cc2O)n1
 : -7% | 14µM* | -17%
CCOC(=O)C1CC(CN2C(=O)c3ccccc3C2=O)OC1=O (configuration not stated)
 : 0% | x | 8%
CCCCNC(=O)C1COc2ccccc2O1 (configuration not stated)
 : -21% | -10% | 0%
Cc1noc(C)c1NC(=O)Nc1cccc2c1O[C@H](CN(C)S(=O)(=O)c1cn(C)cn1)[C@@H](C)CN([C@H](C)CO)C2=O
 : 12% | x | 12%
O=C(NCc1nc2ccccc2[nH]1)C1=C[C@H](c2ccccc2)C[C@H](OCCCCO)O1
 : u | 17% | -6%
O=C(CCCn1cc([N+](=O)[O-])cn1)Nc1cccnc1
 : 13% | -1% | -6%
Cc1ccc(SC(=O)COc2ccccc2C)cc1
 : 13µM* | 1% | 8%
Cc1csc(NC(=O)[C@@H]2CCCN2C(=O)c2cccs2)n1
 : -4% | -2% | -15%
COc1cccc(/C=N/NC(=O)CO/N=C(\C)c2cccs2)c1OC
 : -8% | -1% | 11%
O=C(Nc1ncc(Cc2cccc(C(F)(F)F)c2)s1)c1ccc(-c2cccc([N+](=O)[O-])c2)o1
 : 15µM* | -6% | -3%
O=C1CC(CSc2ccc(Cl)cc2)=NN1
 : 0% | 7% | -15%
COc1ccc(CNC(=O)c2ccc3c(c2)nc2n3CCCCC2)c(OC)c1
 : 5% | x | -4%
Cc1ccc(-c2nnc3sc(-c4ccncc4)nn23)cc1
 : -8% | -19% | -4%
CCOC(=O)C1=C(c2ccccc2)NC(=O)NC1c1ccc(OC)c(OC)c1 (configuration not stated)
 : u | -2% | 9%
CSCCC(NS(=O)(=O)/C=C/c1ccccc1)C(=O)NCCc1ccc(S(N)(=O)=O)cc1 (configuration not stated)
 : 10% | -4% | -4%
Cc1ccc2[nH]c3c(=O)n(CC(=O)NC(C)C)ncc3c2c1
 : -22% | x | 17%
CCC1(C)Cc2c(sc3nc(SC)n(Cc4ccccc4)c(=O)c23)CO1 (configuration not stated)
 : 13µM* | -5% | 1%
CNCc1nc(-c2ccc[nH]2)c2cc(Cl)ccc2n1
 : 11µM* | x | u
C=CCSc1nccc(=O)[nH]1
 : u | -4% | 10%
O=C(CCNC(=O)c1ccc(Cl)cc1)Nc1ccncc1
 : -20% | -2% | 2%
COc1ccc(-c2oc3cc(OC(C)=O)cc(OC(C)=O)c3c(=O)c2OC)cc1
 : -2% | x | -26%
O=C(O)C1CCCCC1C(=O)Nc1cc(Cl)ccc1Cl (configuration not stated)
 : -4% | -2% | -12%
CC(C)c1ccc(OCC(=O)NN2C(=O)c3ccccc3C2=O)c(Br)c1
 : 9% | -2% | -10%
O=C(COc1cc2oc(=O)c3c(c2cc1Cl)CCC3)NCc1ccccn1
 : -7% | -12% | 20%
COc1cc2c(cc1OC)C(c1cc3cc4c(cc3[nH]c1=O)OCO4)N(C(=O)C1CC1)CC2 (configuration not stated)
 : -28% | 17% | -10%

# (listing goes on)
# Each structure is followed by: TDP1 cell CPT | N370S GC | FEN1 inh
CCOc1ccc(N(C(=O)c2ccc(S(=O)(=O)N3CCCC3)cc2)C2C=CS(=O)(=O)C2)cc1 (configuration not stated)
 : -1% | -10% | 4%
Cc1[nH]c2ccccc2c1C(=O)CN1CC(C)OC(C)C1 (configuration not stated)
 : 3% | 1% | 0%
Cc1ccccc1C(=O)Nc1nnc2n1CCS2
 : -2% | x | 1%
COc1ccc2nc(N/C(=N/S(=O)(=O)c3cccs3)c3ccccc3Cl)sc2c1
 : -10% | 24% | 6%
O=c1c2ccccc2ncn1Cc1ccc(Cl)cc1
 : -23% | 16% | 5%
Cc1ccc(-c2noc(-c3ccc(NCC4CCCO4)c([N+](=O)[O-])c3)n2)cc1 (configuration not stated)
 : u | x | 12%
CC(C)Oc1ccc(CNC(=O)c2ccc3nc(N4CCOCC4)sc3c2)cc1
 : -6% | -15% | -2%
O=C(/C=C/Nc1ccccc1)C(F)(F)F
 : -14% | -20% | 4%
O=c1[nH]c(SCc2nc3c(cnn3-c3ccccc3)c(=O)[nH]2)nc2ccccc12
 : u | 6% | 6%
O=C(Nc1cccc2c1CCCC2)c1ccc(F)cc1
 : -20% | x | 5%
CC(=O)N1CC(C)Sc2ccc(S(=O)(=O)NCCc3cccc(C)c3)cc21 (configuration not stated)
 : u | -8% | -16%
Cc1cc2c(cc1C)N(Cc1ccc(Cl)cc1)C1=NCCCN12
 : 2.6µM* | x | 3%
CCOC(=O)c1nc2cc3n(c(CC(C)C)c-2c1C)CC(C)=C3C
 : 21µM* | -8% | -15%
CN(CC(=O)Nc1c(Cl)cccc1Cl)C(=O)c1ccc2nc[nH]c2c1
 : -27% | -3% | -2%
O=C(Nc1cccc(S(=O)(=O)N2CCOCC2)c1)C1CCCCN1S(=O)(=O)c1ccccc1 (configuration not stated)
 : -23% | -27% | -9%
CC1CCCC(C)N1C(=O)COC(=O)/C=C/c1ccco1 (configuration not stated)
 : 0% | x | 13%
O=C(CN1CCN(S(=O)(=O)N2CCCCCC2)CC1)Nc1ccc(Br)cc1
 : u | u | -2%
O=C(Nc1ccc(N2CCCC2)c(Cl)c1)c1cccc(-c2cc3ccccc3oc2=O)c1
 : -31% | 3% | -11%
O=C(CN1C(=O)COc2ccc(Cl)cc21)Nc1ccc(N2CCOCC2)cc1
 : -3% | -3% | 8%
CCN(CC)C(=O)C(C)N(C#N)c1nc(NC(C)C)nc(NC(C)C)n1 (configuration not stated)
 : -19% | 3% | 5%
Oc1ccc(Cl)cc1C=NN1CCCCCC1
 : 10% | x | -4%
CC(C)Oc1ccc(CNC(=O)C2CCN(C(=O)N3CC(C)Oc4ccccc43)CC2)cc1 (configuration not stated)
 : u | x | -6%
CCC(CC)C(=O)OCc1cc(=O)n2nc(C3CCCCC3)sc2n1
 : -28% | x | -6%
O=C(CSc1ncn[nH]1)N1CCOCC1
 : 8% | -2% | 0%
CC(C)Oc1cccc(C(=O)NC(=S)Nc2cccc(C(F)(F)F)c2)c1
 : u | 2% | -3%
Cc1cccc(NC(=O)C2CCN(c3ncnc4c3nc3n4CCCCC3)CC2)n1
 : u | -12% | -12%
CC(C)CC1=NN2C(=N)/C(=C\c3coc4ccccc4c3=O)C(=O)N=C2S1
 : u | 26% | 32µM*
CC(C)c1cccc(C(C)C)c1NC(=O)Cn1c(=O)cnc2ccccc21
 : -13% | -1% | -10%
COc1ccc(C(=O)NC(NC(=O)c2ccc(OC)cc2)c2ccccc2F)cc1
 : 4% | -1% | 1%
COc1ccc(C(=O)N2CCCCC2)cc1S(=O)(=O)Nc1ccccc1
 : 1% | 5% | -1%

# Profiles as entered above. Order of screens: TDP1 cell CPT | N370S GC | FEN1 inh
# `O=C(CN1CCN(S(=O)(=O)N2CCCCCC2)CC1)Nc1ccc(Br)cc1` is entered as u | u | -2%
# `C=CCSc1nccc(=O)[nH]1` is entered as u | -4% | 10%
# `CCOC(=O)C1CC(CN2C(=O)c3ccccc3C2=O)OC1=O` (configuration not stated) is entered as 0% | x | 8%
# `COc1c(C)cccc1C(=O)Nc1ccc(CN2CCCCC2)cc1` is entered as -9% | -21% | -16%
# `COc1ccc(-c2csc(NC(=O)c3ccccc3F)c2C(=O)O)cc1` is entered as u | -19% | 3%

# (continued)
# Each structure is followed by: TDP1 cell CPT | N370S GC | FEN1 inh
S=C(c1ccc2c(c1)OCO2)N1CCCCCC1
 : -5% | 3% | -1%
CC(C)=CCCC1=CCC(/C=N/NC(N)=O)C(C)C1 (configuration not stated)
 : -27% | 4% | -8%
COc1ccc(N=Cc2cccc(C)c2O)cc1Cl
 : 4% | 4% | 9%
O=c1[nH]c2ccccc2nc1/C=C/c1ccccc1
 : u | u | -2%
COc1ccc(CCNC(=O)C2CC(=O)N(c3ccc(C)cc3)C2)cc1 (configuration not stated)
 : 6% | -3% | 12%
CCCN(CCC)Cc1c(C(=O)N/N=C/c2ccncc2)nnn1-c1nonc1N
 : -28% | -10% | -2%
COc1ccc(OC)c2[nH]c(=O)c(CCNC(=O)c3cccs3)cc12
 : -18% | 5% | 11%
CCOC(=O)c1ccc(NC(=O)CSc2nc3sc(C(=O)O)c(C)c3c(=O)[nH]2)cc1
 : -16% | 15% | -1%

# Bioassay records (PubChem BioAssay)

# This is a subset; count on the stated rates, not on these rows.
